Rac1 wt GTP bind: human Rac1 wildtype GTP binding, inhibitors and activators; AID 757; GST-Rac1 beads, fluorescent GTP binding, flow cytometry; actives lie on both sides; 0 = cold GTP competed, 100 = untreated; P63000; 190,000 compounds, 0.27% hits; GTP binding activity (% of control), % at 10 µM;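 active means GTP binding activity at least 20 points away from the 100% control level, either lower or higher; inconclusive means compound flagged as likely green fluorescent, judged across all proteins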
Rab7 wt modul: dog Rab7 wildtype GTP binding, inhibitors and activators; GST-Rab7 beads, fluorescent GTP binding, flow cytometry; actives lie on both sides; untreated = 100%, excess cold GTP = 0%; GTP binding activity (percent of control), % at 10 µM; 190,000 compounds, 0.055% hits;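 active means fluorescent GTP binding to Rab7 beads changed by at least 20 points from the 100% baseline, either direction, mostly lower; inconclusive means compound itself probably fluorescent, or too few beads counted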;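 further: median green fluorescence of bound Bodipy-FL-GTP per Rab7 bead population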
ABCB1 inh: human ABCB1 inhibition, ABCG2 as counter-screen. CCRF-Adr cells, JC-1 efflux, flow cytometry. inhibition, % at 6.6 µM. 190,000 compounds, 0.067% hits; in the data active means inhibition above about 40%;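 further: 0% = vehicle and 100% = reference inhibitor; higher value means more JC-1 retained so stronger ABCB1 efflux block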
Cdc42 wt: human Cdc42 wildtype GTP binding change, either direction; P60953; GST-Cdc42 beads, Bodipy-GTP binding, flow cytometry; actives lie on both sides; percent activity (GTP binding), % at 10 µM; 190,000 compounds, 0.2% hits;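 active means percent activity GTP binding at least 20 points away from the 100% baseline, either down as inhibitor or up as activator; inconclusive means compound flagged as likely green fluorescent from well-wide comparison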;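 further: median bead fluorescence of bound Bodipy-FL-GTP at 100 nM; 0% = excess unlabeled GTP control and 100% = no compound control; below 100% means less GTP binding so inhibitor and above means activator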
HRas wt GTP bind: changes GTP binding to wildtype human HRas | GST-Ras wt beads, Bodipy-FL-GTP binding, flow cytometry; actives lie on both sides | GTP binding activity, % at 10 µM | 190,000 compounds, 0.14% hits | P01112;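 active means GTP binding activity at least 20% away from the 100% baseline, either lowered as inhibitor or raised as activator; inconclusive means flagged as likely green fluorescent, judged across all proteins in the well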;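 further: 0% = unlabeled GTP competition control and 100% = no-compound control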
Target sequence (P01112 whole entry, looked up): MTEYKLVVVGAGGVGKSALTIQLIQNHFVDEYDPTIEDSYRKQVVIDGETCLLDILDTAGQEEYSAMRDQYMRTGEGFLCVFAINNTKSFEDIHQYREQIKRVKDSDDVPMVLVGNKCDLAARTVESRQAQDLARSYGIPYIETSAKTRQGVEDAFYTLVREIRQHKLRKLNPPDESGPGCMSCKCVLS
ABCG2 inh: blocks JC-1 efflux by human ABCG2 transporter; inhibition, % at 6.6 µM; IgMXP3 cells, flow cytometry; Q9UNQ0; AID 1325; 190,000 compounds, 0.1% hits;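 active means inhibition above 80%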;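 further: 0% = DMSO and 100% = nicardipine control wells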
Target sequence (Q9UNQ0 whole entry, looked up): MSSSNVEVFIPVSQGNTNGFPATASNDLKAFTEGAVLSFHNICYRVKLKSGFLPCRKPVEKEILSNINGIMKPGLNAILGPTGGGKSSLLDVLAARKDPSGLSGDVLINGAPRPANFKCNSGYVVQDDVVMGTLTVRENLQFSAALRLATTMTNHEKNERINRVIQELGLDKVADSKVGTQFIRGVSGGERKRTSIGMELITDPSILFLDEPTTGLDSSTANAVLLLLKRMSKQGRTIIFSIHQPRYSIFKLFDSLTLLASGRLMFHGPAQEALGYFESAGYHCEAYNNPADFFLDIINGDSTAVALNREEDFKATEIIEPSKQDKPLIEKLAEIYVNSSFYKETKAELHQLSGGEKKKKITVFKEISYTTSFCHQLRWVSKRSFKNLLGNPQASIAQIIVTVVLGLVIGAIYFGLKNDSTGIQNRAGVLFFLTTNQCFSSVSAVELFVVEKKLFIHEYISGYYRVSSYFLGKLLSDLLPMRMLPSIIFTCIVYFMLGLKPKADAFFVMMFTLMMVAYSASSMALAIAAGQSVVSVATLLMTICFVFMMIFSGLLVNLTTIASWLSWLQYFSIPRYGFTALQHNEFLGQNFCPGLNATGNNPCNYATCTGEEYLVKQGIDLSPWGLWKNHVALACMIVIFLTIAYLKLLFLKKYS
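Incubation: cells with compound and JC-1, 10 min at 25 °C, rotating, no wash / Test system: IgMXP3 (ABCG2) plus far-red-tagged CCRF-Adr (ABCB1) cells / Compound dosing: one concentration, 6.6 µM final / Also added: JC-1 fluorescent substrate / Evaluation: efflux inhibition in percent versus controls / Detection: flow cytometry, 530 nm JC-1 signal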
Rab2 wt GTP: changes GTP binding to wildtype dog Rab2A, up or down; GST-Rab2 wt beads, Bodipy-GTP binding, flow cytometry; GTP binding activity, % at 10 µM; 190,000 compounds, 0.19% hits; AID 760;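 active means GTP binding activity at least 20 points away from 100%, either lowered or raised; inconclusive means signal likely due to the compound's own green fluorescence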;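 further: 0% = beads with excess unlabeled GTP and 100% = no-compound control corrected for plate trend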
GSH bead fluor: GSH bead compound fluorescence profile | GSH beads flow cytometry, compound fluorescence 488/530 nm; hits give high values | fluorescence (KMESF) at 10 µM | 190,000 compounds, 0.25% hits | AID 1776; in the data active means fluorescence above about 89;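 further: glutathione beads carrying GST-tagged Bcl family fusion proteins plus one bare bead set; values are compound well signal with DMSO vehicle wells as background; inactives centre near 16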
Avidin bead fluor: compound fluoresces at 488/530 nm on avidin beads | compound fluorescence 488/530 nm, flow cytometry; hits give high values | fluorescence (KMESF) at 10 µM | 220,000 compounds, 0.38% hits | AID 1775; in the data active means fluorescence above about 47; further: inactives centre near 10
Pf gamet viab: P. falciparum stage V gametocyte viability inhibition | inhibition, % at 10.9 µM | AID 743093 | P. falciparum stage V gametocytes, ATP luminescence, 24 h | 150,000 compounds, 0.065% hits;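 active means inhibition above the mean plus 3 SD of compounds within the control limits, set per campaign, cut at about 38% in these data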;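 further: 0% = DMSO wells and 100% = medium only without gametocytes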
Rac1 act GTP bind: modulators of GTP binding to human Rac1 activated mutant; percent activity (GTP binding), % at 10 µM; P63000; 190,000 compounds, 0.11% hits; GST-Rac1 activated beads, fluorescent GTP binding, flow cytometry; actives lie on both sides; 100% means binding = to untreated wells;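 active means GTP binding at least 20 percentage points away from the 100% baseline, in either direction, so actives lie on both sides; inconclusive means Compound likely fluorescent itself, or too few beads counted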
* marks the source's active call; other numbers are inactive results; ? = inconclusive; / = not tested or not shown.

Each structure is followed by: Rac1 wt GTP bind	Rab7 wt modul	ABCB1 inh	Cdc42 wt	HRas wt GTP bind	ABCG2 inh	Rab2 wt GTP	GSH bead fluor	Avidin bead fluor	Pf gamet viab	Rac1 act GTP bind
1) Oc1ccccc1/C=N/N1CCCCC1
  102	108	0.5	99	100	3	100	14	11	-13	96
2) COC(=O)N/N=C/C1=CCC2CC1C2(C)C (stereo not drawn)
  99	105	1.4	101	100	6	99	14	10	9	95
3) COc1ccc(N/N=C2/CCCCC2=O)cc1
  107	100	-0.7	101	102	6	97	38	5	/	97
4) O=C(NCc1ccco1)c1ccc(COc2ccc(Cl)cc2)cc1
  99	96	/	98	98	/	98	6	8	-1	97
5) COCCn1c(-c2ccco2)csc1=Nc1cccnc1
  96	91	0.4	96	95	2	93	4	8	/	95
6) Cc1ccc([N+](=O)[O-])cc1NC(=O)CCSc1ccc(Cl)cc1
  95	96	1.3	94	95	7	93	36	7	/	93
7) O=C(NCCCc1ccccc1)C1CCN(c2nnc(-n3cccc3)s2)CC1
  102	98	-2.4	96	98	-3	97	21	8	/	96
8) Cc1cc(C)cc(NC(=O)c2ccc(CNc3c(N4CCOCC4)c(=O)c3=O)cc2)c1
  103	99	-0.1	99	99	0	97	22	6	/	97
9) CCNC(=O)NC1(C(=O)Nc2ccc3c(c2)CCC3)CCCCC1
  102	97	0.4	101	101	1	102	24	3	/	102
10) Cc1cc(C)c(C#N)c(SCc2cc3c(cc2Cl)OCO3)n1
  96	99	0.3	98	101	1	97	11	20	4	97
11) COC(=O)c1cc(C(=O)c2cccc(Cl)c2Cl)cn1C
  107	104	0.6	100	100	6	99	14	9	11	100
12) COC(=O)CN(c1cc(Cl)ccc1OC)S(=O)(=O)c1ccc(OC)c(OC)c1
  104	100	1.2	100	101	3	99	9	4	-10	102
13) CCn1nc(C)c(/C=N\NC(=O)c2cccc(OC)c2)c1C
  102	99	-0.1	99	102	3	99	10	3	6	96
14) Cc1sc(NC(=O)Cc2ccc3c(c2)OCO3)nc1-c1ccc2c(c1)CCN2C(=O)c1cccc(F)c1
  104	103	0.7	100	101	1	100	10	5	-3	102
15) Cc1nc2sc(-c3ccccc3)cc2c(=O)n1-n1cccc1
  101	94	-1.4	100	97	24	96	29	7	/	97
16) CCOC(=O)c1ccccc1NC(=O)CN(c1ccccc1)S(=O)(=O)N(C)C
  97	103	1.1	99	100	5	101	17	11	/	97
17) CC(C)(C)c1ccc(NC(=O)CC2(C(F)(F)F)OCCO2)cc1
  101	95	0.1	102	100	0	100	5	7	/	99
18) CCc1ccc(S(=O)(=O)NCCc2cn3ccc(C)cc3n2)s1
  93	98	-0.1	94	95	0	97	19	7	/	94
19) Cc1c(NC(=O)COc2ncnc3c(Cl)cc(Cl)cc23)c(=O)n(-c2ccccc2)n1C
  101	99	0.0	99	100	0	98	26	6	/	97
20) COc1cc2c(cc1OC)CN(C1CC(=O)N(c3c(C)cccc3C)C1=O)CC2 (stereo not drawn)
  101	97	0.5	94	97	1	94	10	6	2	96
21) CC1=C(C(=O)OCc2ccccc2)C(c2ccccn2)c2c(n(C)c(=O)n(C)c2=O)N1 (stereo not drawn)
  96	103	1.3	98	100	6	99	25	26	/	99
22) Cn1cnnc1SCC(=O)Nc1sccc1C#N
  99	102	0.0	103	100	0	102	13	36	-12	100
23) COc1ccc(CSc2nc3ccccc3c(=O)n2CCCN2CCOCC2)cc1F
  96	98	6.1	102	98	0	99	16	8	9	95
24) CC(=O)c1ccc(N2CCC(c3cc(-c4ccc(Cl)cc4Cl)n[nH]3)CC2)c([N+](=O)[O-])c1
  97	96	-0.7	98	98	-2	96	13	19	-5	97
25) CCc1nnc(NC(=O)CCC(=O)N2CCN(CCOc3ccc(C)cc3)CC2)s1
  103	103	0.5	104	103	2	103	18	3	-15	100
26) CC(=O)c1c(C)[nH]c(C(=O)Nc2nc(-c3ccc(-c4ccccc4)cc3)cs2)c1C
  99	100	0.4	98	97	-15	98	6	17	-13	98
27) O=C(CCCCn1c(=O)[nH]c2ccccc2c1=O)N1CCN(c2ncccn2)CC1
  101	106	0.0	100	100	12	101	13	7	/	99
28) N#Cc1nc(-c2ccccc2F)oc1NCc1cccc2c1OCO2
  94	97	0.1	96	94	0	93	27	22	-7	93
29) NC(=S)N/N=C/c1cccc(Br)c1
  98	97	1.5	102	98	17	96	20	10	-9	101
30) CC(C)N1CC2=C(OC(N)=C(C#N)C2c2cccnc2)/C(=C/c2cccnc2)C1 (stereo not drawn)
  98	94	0.0	99	97	1	95	9	10	/	99
31) Cc1ccc(C(=O)Nc2nc3nc(-c4ccccc4)cc(=O)n3[nH]2)cc1
  103	96	-0.1	99	99	-1	97	11	8	/	99
32) CC(=O)N1CCN(c2ncnc3sc(-c4ccccc4)cc23)CC1
  93	100	-1.4	95	97	31	99	13	8	15	93
33) CC(C)Cc1ccc(/C=C/C(=O)N2CCOCC2)cc1
  97	97	0.7	97	95	3	96	15	11	/	95
34) O=S(=O)(c1ccccc1)N1CCC(N2CCCCCC2)CC1
  100	98	0.0	102	96	0	97	14	27	7	98
35) Cn1c(=O)c2c(nc(Br)n2CC(=O)c2cccs2)n(C)c1=O
  105	104	0.8	103	102	1	102	38	11	-45	97
36) CCOc1cc(C(=S)N2CCCCC2)ccc1OS(=O)(=O)c1ccc(Br)cc1
  103	102	1.1	103	102	3	103	24	8	-22	100
37) Cc1cc(C)n(CC(=O)N/N=C/c2ccccn2)n1
  101	100	-0.2	97	101	2	99	10	9	/	99
38) CCN(CC)c1ccc(C2NC(=O)NC(C)=C2C(=O)Nc2ccccc2)cc1 (stereo not drawn)
  104	103	1.0	105	102	9	100	33	11	/	99
39) O=C(O)C1C2C=CC3(CN(C/C=C/c4ccccc4)C(=O)C13)O2 (stereo not drawn)
  103	96	0.1	99	99	10	98	22	24	-10	96
40) COc1ccc(-c2nn(-c3ccccc3)cc2/C=N/NC(=O)c2ccc3c(c2)OCO3)cc1
  98	97	-0.3	94	98	0	97	9	11	/	94
41) Cc1ccc(NC(=O)NC(=O)N(c2ccccc2)S(C)(=O)=O)cc1
  107	100	-0.7	103	102	-3	104	21	10	/	99
42) COC(=O)CC1=C(C(=O)OC)C(c2cc(OC)c(OC)cc2OC)C(C#N)=C(N)O1 (stereo not drawn)
  106	104	0.8	103	103	13	105	10	10	/	100
43) C/C(=N/NS(=O)(=O)c1ccc(C)cc1)c1cccc(NC(=O)c2cccc(Cl)c2)c1
  91	88	-0.5	93	93	0	95	10	8	-10	91
44) CCOC(=O)c1c(C)n(C)c2ccc(OCC(O)Cn3nc(C)cc3C)cc12 (stereo not drawn)
  104	103	0.3	104	103	1	102	16	8	-1	101
45) COc1ccccc1OCC(=O)Nn1c(=S)[nH]c2ncccc2c1=O
  102	96	-0.9	105	97	-1	96	11	23	20	97
46) O=C(COC(=O)C12CC3CC(CC(O)(C3)C1)C2)N1CCN(S(=O)(=O)c2ccc(Cl)cc2)CC1
  100	100	-0.2	100	99	24	100	22	28	-15	98
47) O=C(N/N=C/c1cccc(O)c1)c1ccc(COc2ccc3c(c2)CCC3)o1
  106	100	0.7	98	101	48	99	12	7	16	98
48) O=S(=O)(c1ccc(Cl)c(NC(=S)Nc2ccccc2N2CCOCC2)c1)N1CCOCC1
  102	98	0.7	103	101	1	99	13	4	-6	98
49) N#Cc1cc2c(=O)n3ccccc3nc2n(CCCN2CCOCC2)c1=O
  ?	?	0.2	?	?	2	?	9	35	/	?
50) CC1=NN=C(c2ccccc2)C(c2c[nH]c3ccccc23)N1O (stereo not drawn)
  105	99	0.9	102	99	9	95	6	4	-14	102
51) CCOc1cc(C(=O)Nc2cnccn2)cc(OCC)c1OCC
  102	100	-0.2	99	100	39	99	35	14	6	95
52) COc1ccc(C[C@@H]2CN3C(=NC[C@@H]3C)N2C[C@H](C)NC(=O)c2ccc(C)c(Br)c2)cc1
  98	102	0.4	97	97	1	98	21	6	-25	95
53) COC(=O)C1CCN(C(=O)CN2C(=O)NC(CCc3ccccc3)C2=O)CC1 (stereo not drawn)
  103	104	0.0	103	101	0	102	30	4	4	99
54) Cc1ccc(OCC(=O)NC(=S)Nc2ccc(Br)c(C)n2)cc1
  100	96	0.3	99	98	1	96	61	9	/	98
55) CC(C)CN(CC(C)C)CC(O)COc1ccccc1Br (stereo not drawn)
  101	101	6.9	100	100	1	102	11	13	-25	98
